# Screens (PubChem BioAssay)
# NOD2 RIPK2 PPI: blocks binding of human NOD2 to RIPK2. O43353. CHO BLA complementation NOD2-RIPK2, CCF4 ratio. inhibition, % at 4.98 µM. actives 0.38% (n = 360,000). AID 624267; in the data active = inhibition above about 21%;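 also: 0% = vehicle only and 100% = reference blocker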
# ABHD5-PLIN5 inh: ABHD5-PLIN5 protein interaction inhibition; Q00G26+Q8WTS1; Split G. princeps luciferase complementation, luminescence, 4 h; inhibition, % at 4 µM; actives 0.78% (n = 360,000); AID 602281;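 active = inhibition above the mean inhibition across every tested compound plus 3 SD, cut at about 22% in these data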;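 also: 0% = DMSO only wells and the 100% control is not disclosed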
# SRC3 inh: inhibitors of human steroid receptor coactivator 3 (SRC3); HEK293 GAL4-SRC3 luciferase reporter, luminescence; inhibition, % at 3.6 µM; actives 0.17% (n = 360,000); AID 588352;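 active = inhibition above a per-campaign cutoff, the mean of all compounds plus 3 SD, cut at about 60% in these data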;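 also: 0% = DMSO-treated cells and 100% = gossypol-treated cells at 36 µM; higher means less SRC3-driven luciferase light from the GAL4 reporter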
# TROY NFkB inh: TROY signaling inhibition. Q293 LMP1-TROYcd NF-kB luciferase reporter, 4 h. inhibition, % at 10 µM. actives 0.98% (n = 360,000). AID 1347056;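 active = compounds whose plate-normalised and pattern-corrected inhibition of the luciferase reporter signal at the single screening dose is 50% or more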
# TWEAK-Fn14 inh: blocks TWEAK-Fn14 interaction in a reporter cell assay; TWEAK-stimulated Fn14 reporter cells, luciferase luminescence, 8 h; inhibition, % at 10 µM; actives 2% (n = 360,000); in the data active = inhibition above about 50%
# TLR9-MyD88 inh: TLR9-MyD88 interaction inhibition. Q9NR96+Q99836. CHO BLA complementation TLR9-MyD88, CCF4 FRET ratio. inhibition, % at 4.98 µM. actives 0.21% (n = 340,000). AID 504734;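 active = inhibition above the mean over all tested compounds plus 3 SD, cut at about 21% in these data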;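 also: 0% = DMSO only wells and 100% = clavulanate BLA inhibitor control wells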
# NCOA1 inh: inhibits human SRC1 coactivator; HEK293 GAL4-SRC1 luciferase reporter, luminescence; inhibition, % at 3.6 µM; actives 0.12% (n = 360,000); AID 588354;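 active = inhibition above the campaign mean plus 3 SD, with each screening campaign given its own cutoff, cut at about 60% in these data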;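 also: 0% = DMSO treated cells and 100% = gossypol at 36 µM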
# NR5A2 inv ag: inverse agonists of human LRH-1 (NR5A2); O00482; HEK293T StAR-luciferase reporter, LRH-1 transfected, 24 h; inhibition, % at 3.6 µM; actives 0.13% (n = 360,000); AID 602396;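 active = inhibition above the mean inhibition of all tested compounds plus 3 SD, cut at about 73% in these data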;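 also: 0% = DMSO wells and 100% = reporter-only cells lacking LRH-1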
# Target sequence (O00482 whole entry, looked up): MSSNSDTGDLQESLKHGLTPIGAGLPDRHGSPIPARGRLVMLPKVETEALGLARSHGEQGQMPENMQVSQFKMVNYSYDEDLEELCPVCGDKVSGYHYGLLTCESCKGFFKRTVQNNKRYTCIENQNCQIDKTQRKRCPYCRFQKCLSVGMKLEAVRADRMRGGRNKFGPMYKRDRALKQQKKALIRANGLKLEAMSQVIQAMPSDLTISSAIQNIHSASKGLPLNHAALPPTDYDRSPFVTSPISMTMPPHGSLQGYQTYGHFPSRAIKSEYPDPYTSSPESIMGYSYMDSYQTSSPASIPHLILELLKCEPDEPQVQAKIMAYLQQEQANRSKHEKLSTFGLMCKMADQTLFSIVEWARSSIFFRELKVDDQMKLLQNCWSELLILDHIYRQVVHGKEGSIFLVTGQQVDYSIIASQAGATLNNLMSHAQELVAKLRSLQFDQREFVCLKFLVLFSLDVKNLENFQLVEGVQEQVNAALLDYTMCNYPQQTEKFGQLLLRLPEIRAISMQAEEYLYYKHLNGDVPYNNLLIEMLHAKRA
# SRC2 inh: human SRC2 (NCOA2) inhibition; Q15596; HEK293 GAL4-SRC2 luciferase reporter, luminescence; inhibition, % at 9 µM; actives 0.17% (n = 370,000);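 active = inhibition above the mean inhibition of all tested compounds plus 3 SD, set per campaign, cut at about 52% in these data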;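 also: 0% = DMSO treated cells and 100% = cells given Gossypol at 36 µM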
# COUP-TFII inh: NR2F2 (human) inhibition, primary screen. P24468. HEK293T NGFI-A luciferase reporter, luminescence. inhibition, % at 8.6 µM. actives 0.7% (n = 370,000);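 active = inhibition above a per-plate cutoff, mean inhibition of test wells between control levels plus 3 SD, cut at about 38% in these data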;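 also: cells cotransfected with COUP-TFII expression vector driving the NGFI-A reporter; 0% = median of COUP-TF2 test wells and 100% = reporter-only cells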
# Target sequence (P24468 whole entry, looked up): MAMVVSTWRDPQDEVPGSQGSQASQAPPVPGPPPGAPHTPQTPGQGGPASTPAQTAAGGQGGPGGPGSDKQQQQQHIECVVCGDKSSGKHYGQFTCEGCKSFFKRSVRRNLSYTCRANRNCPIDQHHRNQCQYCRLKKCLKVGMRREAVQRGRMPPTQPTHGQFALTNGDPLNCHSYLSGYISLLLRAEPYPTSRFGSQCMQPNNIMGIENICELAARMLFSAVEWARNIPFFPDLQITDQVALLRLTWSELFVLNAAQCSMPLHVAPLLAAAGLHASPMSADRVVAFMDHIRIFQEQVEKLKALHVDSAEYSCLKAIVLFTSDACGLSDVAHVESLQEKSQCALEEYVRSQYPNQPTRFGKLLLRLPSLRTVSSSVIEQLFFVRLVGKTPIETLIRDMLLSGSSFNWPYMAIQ
# Granule exo inh: blocks lytic granule exocytosis; inhibition, % at 10 µM; actives 0.66% (n = 360,000); AID 651702; TALL-104 LAMP-1 surface exposure, flow cytometry; cells stimulated with thapsigargin and PMA;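 active = inhibition above about 55%, limit read from the data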
# Starred values were filed as active, the others as inactive; nt = no result given. Some of the compounds tested (hit frequency here may not be typical).
SMILES,NOD2 RIPK2 PPI,ABHD5-PLIN5 inh,SRC3 inh,TROY NFkB inh,TWEAK-Fn14 inh,TLR9-MyD88 inh,NCOA1 inh,NR5A2 inv ag,SRC2 inh,COUP-TFII inh,Granule exo inh
CC(c1nc2ccccc2c(=O)[nH]1)N1CCN(S(=O)(=O)c2ccc(F)c(Cl)c2)CC1 (stereo not given),6.7,-4.0,-8.4,1.5,16.0,3.6,0.9,-2.4,-29.9,5.4,-10.8
O=c1c2cc(Cl)ccc2[nH]c(=S)n1Cc1cccs1,-6.3,0.6,-9.0,-0.2,17.0,-0.8,12.9,26.9,9.5,-11.8,1.1
Cc1cc(OCc2cc(C(=O)NCCN3CCCCC3CO)no2)cc(C)c1Cl (stereo not given),-1.7,11.5,11.6,-26.5,-5.1,-4.5,-7.3,9.3,1.7,0.5,6.9
Cc1cc(C)c(C#N)c(Oc2ccccc2)n1,10.6,-7.8,4.5,-18.1,3.0,4.1,-4.9,4.7,-21.4,-1.7,-1.4
CCC(C)NC(=O)CNC(=O)c1nn(-c2ccc(OC)cc2)c(=O)c2ccccc12 (stereo not given),9.7,-3.6,-10.2,-4.4,2.4,3.4,12.8,10.2,-26.6,15.8,-1.5
C=CCOC(=O)c1[nH]c2c(c1C)C(=O)CC(c1cc(OC)c(OC)c(OC)c1)C2 (stereo not given),10.8,-8.4,26.4,46.1,64.2*,-3.5,18.5,38.7,nt,nt,4.6
O=C(NCCCc1ccccc1)c1ccc(Br)o1,-14.9,2.6,-31.5,-14.0,-39.5,-13.1,-30.9,-41.1,-11.1,-18.4,2.1
O=[N+]([O-])c1ccc(Cl)c(NC2=NCCCCC2)c1,-20.8,11.3,6.2,-0.8,34.2,4.3,9.2,-3.3,-9.8,30.1,-14.0
O=C(O)c1cc(-c2ccc(/C=C3\NC(=O)N(c4ccccc4)C3=O)o2)ccc1Cl,5.8,1.3,-2.5,19.3,-2.2,-6.9,-6.5,0.6,-14.4,-2.1,-3.1
CC(NC(=O)CNC(=O)C1CCCCC1)c1ccc(S(N)(=O)=O)cc1 (stereo not given),-3.0,-11.7,-19.1,-3.0,7.3,-4.1,5.5,1.7,-21.9,-9.7,8.6
CC(C)(C)OC(=O)N1CCC[C@H]1C(=O)O,-14.7,-2.4,5.4,-5.5,24.0,4.5,7.7,-9.3,-22.6,1.3,-4.8
COCCNc1oc(-c2ccc(C)cc2)nc1C#N,-5.2,3.3,-74.2,-88.2,-44.0,1.1,-67.3,-103.6,-25.0,-28.2,-0.3
CC(C)N(C(=O)CSc1ccc(S(=O)(=O)N2CCCCC2)cn1)C(C)C,-4.3,-5.1,1.0,1.7,-5.5,-0.4,6.3,14.9,4.5,3.3,-2.3
COc1cc2c(cc1OC)N1C(=O)CC(OCC(=O)O)C3C4CC5(CCN5C(=O)C4=O)C2C31 (stereo not given),-2.8,-4.4,19.5,14.3,4.3,nt,3.1,3.5,2.4,7.7,-3.0
COc1cc(N2Cc3ccccc3C2)ccc1C=O,-8.9,-3.1,-74.3,-0.3,28.8,2.0,-71.2,-98.8,-15.8,-34.3,0.5
O=C(Nc1c(C(=O)N2CCOCC2)cnn1-c1ccccc1)c1ccccc1,-4.0,4.2,-8.9,0.2,8.4,-4.5,-13.0,1.2,-9.6,8.9,-1.4
O=C(OCc1nc2ccccc2s1)c1cccc(S(=O)(=O)N2CCOCC2)c1,5.7,-3.0,-70.9,25.7,3.2,-7.8,-63.2,-37.6,-57.3,-20.1,-2.8
NC(=O)c1ccc(SCC(=O)OCC(=O)NCc2cccs2)c([N+](=O)[O-])c1,-4.3,6.4,10.3,-16.6,0.0,-3.4,-4.8,9.7,-15.2,-3.1,15.2
CCCCOc1ccc(C(=O)NCC(=O)N(C)Cc2nc3ccccc3c(=O)[nH]2)cc1,1.9,-2.1,-18.9,-17.1,7.9,-0.4,-20.8,5.3,-40.4,-2.9,0.4
CC(C)CNS(=O)(=O)c1ccc(OCC(=O)Nc2ccc3c(c2)OCO3)c(Cl)c1,0.0,-3.1,8.5,3.5,-7.8,3.9,-7.6,-8.9,-7.6,-5.5,-1.2
CCn1c(CNc2cccc(C(F)(F)F)c2)n[nH]c1=S,-7.9,-6.6,-6.3,22.1,-18.7,4.2,-4.2,-5.6,-27.2,-7.9,-2.5
COc1ccc(CSc2ncnc3sccc23)cc1F,0.2,-4.5,7.9,-28.3,-30.6,-2.7,-39.7,-1.8,-51.9,-4.0,-2.3
Oc1c(C=C2N=c3ccccc3=N2)sc(=S)n1C1CCCC1,-5.4,-4.0,-7.3,-43.8,-9.2,-15.6,-9.5,-8.3,6.5,3.5,4.8
O=C(CN1C(=O)CCC1=O)NNc1ccc2ccccc2c1,-6.7,-4.2,-11.8,66.9*,70.3*,7.6,-24.5,-13.4,-28.7,-5.5,1.5
CN(C)C(=O)CCc1ccc2c3c([nH]c2c1)[C@]1(C)[C@@H](C(=O)N2CCCCC2)C[C@H](CC(=O)NCCCn2ccnc2)C(=O)N1CC3,1.7,-4.7,12.6,-3.0,-13.3,0.7,-4.6,-7.3,22.0,-2.3,-0.2
CC(C)c1nc2ccccc2c2nnc(SCC(=O)NCc3ccco3)n12,-8.9,-3.2,5.8,12.9,34.5,7.6,0.3,0.3,4.0,-6.5,-2.5
CN1CCN(S(=O)(=O)c2cc(Cl)c(Cl)cc2Cl)CC1,8.1,5.8,10.4,9.2,-5.3,-13.9,-3.8,-10.0,-11.1,-39.8,-4.3
CSc1ccccc1C(=O)NCc1cccnc1,-15.7,-3.9,9.7,1.4,11.2,8.2,13.8,6.1,-16.3,-6.8,-7.9
CCOC(=O)CN1C(=O)N[C@@H](c2cccc(F)c2)C(C(=O)OC)=C1C,0.5,0.3,6.1,0.7,13.5,1.4,4.0,4.0,-15.8,6.0,-9.3
CC(Sc1nn(-c2ccc(Cl)cc2)c(=S)s1)C(=O)NCC1CCCO1 (stereo not given),6.5,7.1,10.2,1.8,4.3,3.5,-7.5,16.0,3.2,1.8,0.3
Cc1cc(NC(=O)CSc2nnc(-c3ccco3)n2N)no1,-2.2,7.9,1.2,-3.1,10.6,6.0,-0.9,9.5,2.7,-5.0,3.5
Cc1ccc(C(=O)N/C(=C\c2cccc([N+](=O)[O-])c2)C(=O)NCc2ccncc2)cc1,-0.6,6.1,-3.3,1.5,3.6,-27.4,-4.6,16.4,nt,nt,-4.9
Cc1ccccc1S(=O)(=O)N(C)C[C@H]1OCc2cn(nn2)CCCC(=O)N([C@@H](C)CO)C[C@@H]1C,-12.3,-0.3,13.6,4.8,-6.2,nt,14.0,-14.8,-15.6,-10.1,-2.4
CCCc1ccc(Oc2cc(N3CCOCC3)nc(-c3ccccc3)n2)cc1,1.8,2.8,11.3,-4.1,7.1,-6.8,-9.9,-7.2,nt,nt,-1.3
CN(CC(=O)Nc1c(Cl)cccc1Cl)C(=O)c1ccc2nc[nH]c2c1,-1.1,4.4,7.1,-33.9,1.4,0.7,-17.0,-8.3,-2.0,3.8,0.9
CCOC(=O)CON1C(=O)C(=O)N(OCC(=O)OCC)C2CCCCC21 (stereo not given),4.9,0.7,6.7,6.5,21.2,12.1,-7.7,-3.4,8.9,-9.3,-2.5

# Entries above shown as hits in TWEAK-Fn14 inh.
SMILES,NOD2 RIPK2 PPI,ABHD5-PLIN5 inh,SRC3 inh,TWEAK-Fn14 inh,TLR9-MyD88 inh,NCOA1 inh,NR5A2 inv ag,SRC2 inh,COUP-TFII inh,Granule exo inh
C=CCOC(=O)c1[nH]c2c(c1C)C(=O)CC(c1cc(OC)c(OC)c(OC)c1)C2 (stereo not given),10.8,-8.4,26.4,64.2*,-3.5,18.5,38.7,nt,nt,4.6
O=C(CN1C(=O)CCC1=O)NNc1ccc2ccccc2c1,-6.7,-4.2,-11.8,70.3*,7.6,-24.5,-13.4,-28.7,-5.5,1.5

# Other results follow.
SMILES,NOD2 RIPK2 PPI,ABHD5-PLIN5 inh,SRC3 inh,TROY NFkB inh,TWEAK-Fn14 inh,TLR9-MyD88 inh,NCOA1 inh,NR5A2 inv ag,SRC2 inh,COUP-TFII inh,Granule exo inh
CCOC(=O)N1CCN(S(=O)(=O)c2ccc(C(=O)Nc3nnc(C)o3)cc2)CC1,-16.1,4.5,13.0,-23.3,13.5,-5.5,-12.6,12.1,2.5,-1.7,2.9
O=S(=O)(NCCc1csc(-c2ccccc2)n1)c1cccnc1,2.8,-2.8,-22.3,-24.9,-3.9,5.9,-23.0,-8.8,-11.0,-10.2,-6.9
CCC(=O)N1Cc2cc(C(=O)Nc3nccs3)nc(-c3cccc(-c4ccccc4OC)c3)c2[C@@H]1CCO,-22.3,2.8,nt,1.5,11.2,nt,nt,26.1,12.5,-20.2,-3.0
CN(CC(=O)Nc1ccccc1Br)C(=O)C1CCN(C(=O)c2ccc(Cl)cc2)CC1,-8.8,-2.4,-16.6,11.7,16.4,1.3,2.5,-12.0,-5.3,6.7,4.1
Cc1ccc(NC(=O)CSc2nnc(CNC(=O)c3ccccc3F)o2)cc1Cl,-12.0,7.7,20.2,-5.3,-27.0,-0.7,12.8,-2.1,5.6,1.8,3.8
O=C(CCn1c(=O)c2ccccc2n(Cc2cccc([N+](=O)[O-])c2)c1=O)N1CCc2ccccc2C1,-3.0,6.3,15.9,-6.5,-34.1,-2.0,14.9,21.2,7.9,6.1,-2.8
Cc1ccc(-c2cc(C(F)(F)F)n3nc(C(=O)Nc4c(C)n(C)n(-c5ccccc5)c4=O)cc3n2)cc1,-4.4,-3.0,-39.1,-0.9,3.4,-3.4,9.1,-0.8,-12.4,25.3,-0.2
CC(CC(=O)O)n1nnc2ccccc21 (stereo not given),-4.4,-2.9,1.9,-4.1,-6.1,3.8,-18.2,-7.5,7.7,12.9,-13.7
CCOC(=O)N/N=C(\C)c1ccc(Br)cc1,3.7,-2.2,-12.9,-32.5,-0.7,-0.7,-35.9,-24.3,-84.2,0.9,7.4
Cc1nc(-c2ccc(Cl)cc2)sc1C1(C)CC(c2cccnc2)=NO1 (stereo not given),4.2,-1.5,-61.6,-6.8,-21.3,1.5,-69.4,-46.6,-52.5,-20.5,-2.3
Nc1nc2ccc(Br)cc2s1,-5.3,0.0,-25.7,-25.8,6.1,-3.5,-0.8,-20.4,-50.0,-10.0,12.1
CCNC(=O)CN(c1ccc(C)cc1)S(=O)(=O)c1ccc(SC)cc1,-45.0,-6.4,-5.7,-7.9,-15.4,0.1,0.3,5.8,-14.4,-12.9,-1.8
COc1ccc(CN(CC(=O)NCC2CCCO2)C(=O)CCC(=O)Nc2cc(C)ccn2)cc1 (stereo not given),-2.1,1.1,7.2,7.7,12.4,6.0,7.5,10.8,-40.9,-13.8,-3.1
Cc1ccc2c(C)c(C)c(=O)n(C)c2c1,-7.1,-1.5,-36.0,8.6,26.4,-4.3,-1.8,23.5,17.3,9.7,-2.5
CC(C)c1csc(CN2CCCC(CNC(=O)c3cccc4ccccc34)C2)n1 (stereo not given),1.6,-4.1,4.5,11.6,0.4,-3.6,7.2,12.6,-36.5,13.1,-15.4
Cc1ccc(NS(=O)(=O)c2cc(C(N)=O)ccc2C)cc1,-7.1,0.4,15.2,6.5,17.7,1.7,4.1,1.2,-9.7,-0.1,-2.9
CCCCN1C(=O)CC(C(=O)OCC)=C1C,-2.3,5.3,23.3,17.1,19.5,5.0,8.5,26.3,-10.7,8.4,-7.4
O=C(NNC(=O)c1cccs1)c1cccnc1,-6.3,5.5,7.9,-11.4,16.6,-6.2,6.3,19.8,4.8,1.3,-20.3
